Compound activity (PubChem)
FBA Mtb inh – Mtb fructose-bisphosphate aldolase inhibition | inhibition, % at 1 µM | actives 2.3% (n = 360,000) | purified M. tuberculosis FBA, fluorescence read-out; in the data active means inhibition above about 27%;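 further: 0% = vehicle and 100% = reference inhibitor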
GDH-TPI counter – counter-screen for M. tuberculosis FBA inhibitors: GDH-TPI coupled enzymes; GDH-TPI coupled enzyme counterscreen, NADH absorbance; inhibition, % at 4.8 µM; actives 1.2% (n = 360,000); in the data active means inhibition above about 30%;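 further: 0% = DMSO wells and 100% = wells lacking the enzyme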
Rv3671c protease – Rv3671c (M. tuberculosis) protease inhibition; inhibition, % at 5.96 µM; actives 0.048% (n = 320,000); AID 2606; in the data active means inhibition above about 38%;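 further: extracellular domain of Rv3671c used as enzyme; 0% = enzyme with DMSO and 100% = no enzyme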
Target sequence (P9WHR9 whole entry, looked up, the tested form may be a part): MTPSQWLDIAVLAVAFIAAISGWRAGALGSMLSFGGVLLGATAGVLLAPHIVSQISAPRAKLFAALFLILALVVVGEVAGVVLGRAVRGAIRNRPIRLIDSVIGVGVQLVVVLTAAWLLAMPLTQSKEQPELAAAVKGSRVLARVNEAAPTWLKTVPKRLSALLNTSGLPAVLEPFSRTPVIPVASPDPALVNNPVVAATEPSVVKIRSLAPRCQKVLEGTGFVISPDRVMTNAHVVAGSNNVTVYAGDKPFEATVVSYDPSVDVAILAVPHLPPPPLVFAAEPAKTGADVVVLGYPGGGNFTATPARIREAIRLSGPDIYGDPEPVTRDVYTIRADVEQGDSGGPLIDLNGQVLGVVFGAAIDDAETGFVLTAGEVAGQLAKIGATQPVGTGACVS
BioA inh – blocks M. tuberculosis BioA enzyme activity; actives 0.096% (n = 360,000); purified M. tuberculosis BioA enzyme, plate reader; inhibition, % at 9.99 µM; in the data active means inhibition above about 40%
MazEF act – MazEF (E. coli) toxin RNase activation; activation, % at 20 µM; actives 0.32% (n = 350,000); AID 504720; FAM/BHQ RNA-DNA oligo cleavage fluorescence, 5 h; in the data active means activation above about 50%
Target sequence (P0AE70 whole entry, looked up): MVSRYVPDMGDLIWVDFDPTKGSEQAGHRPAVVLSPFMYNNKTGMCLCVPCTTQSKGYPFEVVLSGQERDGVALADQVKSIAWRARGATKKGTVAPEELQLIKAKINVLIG
Vc quorum ag – induces V. cholerae light production without autoinducers. activation, % at 18.7 µM. V. cholerae BH1578 lux reporter, luminescence, 6 h. actives 0.16% (n = 350,000). AID 588436; in the data active means activation mostly above about 9.7%, no sharp cut-off; further: not every result past the cut was called active; inactives centre near 0; reference of the scale not given here
SSB-PriA inh – K. pneumoniae PriA-SSBct interaction inhibition; AlphaScreen SSBct-PriA binding, biotinylated peptide; inhibition, % at 33 µM; actives 0.6% (n = 430,000); AID 1272365; in the data active means inhibition mostly above about 37%, no sharp cut-off; inactive means mostly below about 20%;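 further: plate controls were negative control peptide for no effect and reference peptide for full effect; strong numbers were not always called active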
VHR inh abs – inhibitors of human VHR1 phosphatase (DUSP3) | P51452 | recombinant VHR phosphatase, pNPP absorbance | inhibition, % at 13.3 µM | actives 0.52% (n = 290,000); in the data active means inhibition above about 50%; further: some compounds called inactive have numbers as strong as hits
Target sequence (P51452 whole entry, looked up): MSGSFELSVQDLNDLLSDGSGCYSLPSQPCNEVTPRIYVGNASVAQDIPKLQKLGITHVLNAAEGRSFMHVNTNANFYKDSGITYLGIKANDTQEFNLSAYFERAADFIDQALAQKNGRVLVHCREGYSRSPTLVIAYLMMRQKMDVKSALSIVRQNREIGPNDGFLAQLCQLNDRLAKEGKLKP
3CLpro inhibitor – SARS-CoV 3CLpro protease inhibition. P0C6X7. recombinant SARS-CoV 3CLpro, quenched FRET peptide cleavage. inhibition, % at 6 µM. actives 0.14% (n = 290,000); in the data active means inhibition above about 12%
Mtb UGM inh – blocks M. tuberculosis UGM enzyme; P9WIQ1; purified UGM, fluorescence polarization probe displacement; inhibition, % at 10 µM; actives 0.06% (n = 320,000); AID 504406; in the data active means inhibition above about 10%, passing the limit was not always enough
Target sequence (P9WIQ1 whole entry, looked up): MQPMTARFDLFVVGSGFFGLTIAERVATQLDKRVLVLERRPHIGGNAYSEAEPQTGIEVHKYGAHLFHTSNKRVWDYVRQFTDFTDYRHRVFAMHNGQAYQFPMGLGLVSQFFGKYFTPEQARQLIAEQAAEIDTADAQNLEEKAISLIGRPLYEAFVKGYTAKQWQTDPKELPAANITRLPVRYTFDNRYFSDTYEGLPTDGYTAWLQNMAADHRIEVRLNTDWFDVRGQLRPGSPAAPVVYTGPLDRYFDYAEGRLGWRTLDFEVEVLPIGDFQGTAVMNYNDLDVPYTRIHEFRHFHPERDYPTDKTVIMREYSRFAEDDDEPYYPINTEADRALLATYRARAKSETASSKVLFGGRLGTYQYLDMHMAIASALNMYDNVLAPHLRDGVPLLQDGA
* hit, by the source's call; i = inactive; / = no result given; & = joins results of further samples.

Values run as follows: FBA Mtb inh, GDH-TPI counter, Rv3671c protease, BioA inh, MazEF act, Vc quorum ag, SSB-PriA inh, VHR inh abs, 3CLpro inhibitor, Mtb UGM inh
Cc1ccc(N2CC(C(=O)N3CCCCC3)CC2=O)cc1C (centres undefined)
    5, 0, -7, -1.9, 2, i, -8, 2, 2, -0.2
COC(=O)c1ccccc1NC(=O)C1CC(=O)N(C2CCCCC2)C1 (centres undefined)
    1, 9, 0, -0.6, -13, -1.0, -7, -12, 4, -1.4
Clc1ccc(SCCOCCN2CCCCC2)cc1
    -1, -4, -2, -1.3, -11, -1.7, -10, 0, -4, /
COCCCNC(=O)c1sc2ncn(CC(=O)Nc3ccc(C)c(Cl)c3)c(=O)c2c1C
    -5, 1, -5, /, 19, -0.2, 8, 26, -2, -0.6
Cc1ccccc1C(=O)Nc1cccc(C#N)c1
    4, 4, -9, 15, 2, -0.7, -3, 22, -2, -0.7
COc1cccc(NC(=O)CN(C)C(=O)c2cc(C)oc2C)c1
    -2, 7, 4, -1.7, -5, i, -5, /, /, 0.3
COC(CNC(=O)c1ccc2c(c1)ncn2-c1ccc(F)cc1F)OC
    0, -3, -7, -0.2, 0, -0.5, 6, 1, 3, 2.6
Cc1c(Cl)c(-c2n[nH]c(=S)n2CC(C)C)nn1C
    0, 0, -5, -1.4, 6, 0.3, -4, -6, 5, 1.1
Cc1ccc(C)c(N2CCN(CCCNC(=O)CCC(=O)N3CCOc4ccc(Cl)cc43)CC2)c1
    /, /, 8, /, /, /, /, 14, 0, 0.6
COc1cccc(/C=N/n2c(-c3n[nH]c4c3CCC4)n[nH]c2=S)c1OC
    1, 9, -6, /, 3, -0.6, /, 16, -4, -0.7
COc1ccc(S(=O)(=O)N2CCCC(C(=O)NCc3ccccc3)C2)cc1 (centres undefined)
    -3, 5, -3, -0.9, -24, -16, -7, 46, -1, 0.9
COc1ccccc1Oc1ccc(S(=O)(=O)N2CCCCC2C)cc1 (centres undefined)
    5, 3, -16, -0.9, -10, -4.0, -31, -3, 7, 5.0
CC(C(=O)NCc1ccccc1Cl)N1C(=O)c2ccccc2C1=O (centres undefined)
    5, 3, -5, -2.6, 10, -0.2, 3, -4, 1, 1.2
COc1cccc(-c2nc(Oc3cccc(C)c3C)c3ccccc3n2)c1O
    2, 9, -6, /, 10, -0.2, -8, 37, 2, 0.6
COc1ccc(-c2csc(Cc3nc(O)cs3)n2)cc1
    0, 16, 7, /, -4, -0.4, 3, 19, 0, -2.5
CCC(=O)Nc1ccc(C(=O)CN2C(=O)NC3(CCCCCC3)C2=O)cc1
    2, -4, -20, 0.6, -4, -0.3, -2, /, /, -3.2
CN(C)C1(CN=Cc2cc(Cl)cc([N+](=O)[O-])c2O)CCCCC1
    -5, -1, -4, /, 1, -0.3, -17, 1, 4, 0.4
CCCCn1c(N)c(N(CC(C)C)C(=O)c2ccc(S(=O)(=O)N3CCCCCC3)cc2)c(=O)[nH]c1=O
    -1, 15, -3, -0.3, -1, i, -9, /, /, -0.9
CCCCn1c(N)c(N(CC(C)C)C(=O)C2CCN(S(=O)(=O)c3ccc(C)cc3C)CC2)c(=O)[nH]c1=O
    4, 8, 2, /, 3, i, -23, /, /, /
COc1ccc(CCNC(=O)c2ccc(NC(=O)CC3SC(N4CCCC4)=NC3=O)cc2)cc1 (centres undefined)
    -3, -3, -3, -0.2, 1, i, 0, /, /, 0.0
Cc1cc(NC(=O)CN2CC(C)OC(C)C2)n(-c2nc3ccccc3s2)n1 (centres undefined)
    -2, -3, 2, -0.3, -2, -5.0, -8, 23, 1, 0.0
CCCS(=O)(=O)NC(=O)C1(C)CCCN(C(=O)c2ccccc2OC(F)(F)F)C1 (centres undefined)
    9, 14, /, -0.7, /, i, /, /, /, /
CCN(CC)CCCNC(=O)c1cn(CC)c2ccc(S(=O)(=O)N3CCc4ccccc4C3)cc2c1=O
    -1, 2, 6, /, 11, -1.5, -5, 23, 1, 1.4
CC(=O)Nc1ccc(Oc2cncc(Cl)c2)nc1
    1, 4, -2, /, 2, i, -5, 31, -3, -0.8
CN(C)C(CNC(=O)CCc1nc2cc(Cl)ccc2n(Cc2ccccc2)c1=O)c1ccccc1 (centres undefined)
    2, 10, -6, -2.1, -9, -5.6, 9, /, /, -1.0
O/N=C1/C(=C\c2ccccc2)N2CCC1CC2
    6, 3, -3, /, -6, i, /, 15, -1, -1.1
COc1cc(/C=N\NC(=O)C2COc3ccccc3O2)cc(OC)c1O (centres undefined)
    3, 21, -1, -0.1, 1, 0.7, /, 5, -3, 0.4
CC(=O)c1ccc(NC(=O)CSc2nc3[nH]ncc3c(=O)[nH]2)cc1
    3, 1, -4, -1.1, 6, i, -3, /, /, 0.0
Cc1cc(OCc2cn(CC(=O)c3ccc(O)cc3)nn2)ccc1[N+](=O)[O-]
    0, 41*, /, 1.8, 6, i, -13, /, /, /
O=C(CNC(=O)c1ccco1)Nc1ccc(S(=O)(=O)N2CCCC2)cc1
    0, 0, 0, /, -3, i, -7, 8, -1, 0.8

Sorted by count of non-hydrogen atoms (ascending): three of the compounds above.
Values run as follows: FBA Mtb inh, GDH-TPI counter, Rv3671c protease, BioA inh, MazEF act, Vc quorum ag, SSB-PriA inh, VHR inh abs, 3CLpro inhibitor, Mtb UGM inh
O=C(CNC(=O)c1ccco1)Nc1ccc(S(=O)(=O)N2CCCC2)cc1
    0, 0, 0, /, -3, i, -7, 8, -1, 0.8
CCCS(=O)(=O)NC(=O)C1(C)CCCN(C(=O)c2ccccc2OC(F)(F)F)C1 (centres undefined)
    9, 14, /, -0.7, /, i, /, /, /, /
CN(C)C(CNC(=O)CCc1nc2cc(Cl)ccc2n(Cc2ccccc2)c1=O)c1ccccc1 (centres undefined)
    2, 10, -6, -2.1, -9, -5.6, 9, /, /, -1.0

Later entries:
Values run as follows: FBA Mtb inh, GDH-TPI counter, Rv3671c protease, BioA inh, MazEF act, Vc quorum ag, SSB-PriA inh, VHR inh abs, 3CLpro inhibitor, Mtb UGM inh
Cc1nn(-c2ccccc2)nc1C(=O)Nc1cccc(C(=O)NC2CC2)c1
    -2, 4, /, 0.0, -3, 0.5, /, /, /, /
O=C(CCCN1C(=O)c2ccccc2C1=O)Nc1cccc(S(=O)(=O)NC2=NCCC2)c1
    0, -12, 1, /, 4, -0.4, 7, 22, 4, -0.8
CCOc1cccc2sc(N(CCN(CC)CC)C(=O)c3cccc(N4C(=O)CCC4=O)c3)nc12
    -2, 13, -11, 1.4, 7, -0.3, 34&-15, /, /, -0.6
NC(=O)C1CCN(CC(=O)NC(=O)NC2CCCC2)CC1
    1, -2, -1, 0.5, -6, -0.3, -1, 22, -1, -4.9
OCCOCCn1c(C2CCCN2c2nc(-c3ccc(F)cc3)cs2)nc2cc(Cl)c(Cl)cc21 (centres undefined)
    1, 2, 7, -0.7, -3, -0.9, 0, /, /, 3.0
O=c1cc(-c2ccccc2)nc(N2CCN(Cc3ccc4c(c3)OCO4)CC2)[nH]1
    -3, 12, 0, -4.1, -2, -0.5, -22, 18, -3, 0.9
Cc1ccccc1NS(=O)(=O)c1ccc(OCC(=O)NCc2ccccn2)cc1
    3, 4, 5, /, 3, i, -27, 25, -1, -0.1
COc1ccc(Cl)cc1NS(=O)(=O)c1c(C)nc2sccn2c1=O
    8, 6, -6, -0.5, 4, -0.3, -1, 13, -6, 2.4
O=C(NCc1ccncc1)c1nc(-c2ccc(C(F)(F)F)cc2)no1
    0, -5, 4, /, 4, -1.3, -11, 26, 1, -1.6
Cc1ccc2c(c1)[C@H]1[C@H](CO2)[C@H](c2ccccc2)[C@]2(C)C(=O)Nc3ccc(Cl)cc3C(=O)N12
    5, 2, -56, -5.7, -6, -0.8, 7, /, /, 2.7
C/C(=N\Nc1nc2ccccc2nc1C)c1ccccc1O
    -7, 25, -9, -1.8, 9, -0.6, /, 4, 3, 0.0
O=C1C(=O)N(CCO)C(c2ccccc2)/C1=C(\O)c1ccccc1 (centres undefined)
    1, 28, -1, -0.5, -10, -0.2, /, 17, -4, 1.9
Cc1c(CCC(=O)O)c(=O)oc2cc(OCc3cccc(F)c3)ccc12
    86*, 8, -4, 3.6, -1, 0.6, -7, -10, 5, -2.0
O=C(CN1C(=O)S/C(=C\c2ccccc2)C1=O)NCCCn1ccnc1
    -12, 25, -3, 0.5, 9, i, 15, 11, -4, -3.4
Cc1ccccc1NC(=O)C1CCN(c2cnccn2)CC1
    3, 3, 2, -0.3, 2, -7.1, -9, 22, 1, -1.5
CCCc1nc2c(c(=O)c3ccccc3n2C)c(=O)n1-c1ccc(F)cc1
    -1, 7, 3, /, 10, -0.3, -19, 4, 2, 1.5
COc1ccccc1-c1cnc(C(O)c2ccc(CN3CCCC3)cc2)[nH]1 (centres undefined)
    -3, -3, /, -0.3, /, -0.4, /, /, /, /
O=c1[nH]c(=S)[nH]c(O)c1/C=C1\C=Nc2ccccc21
    3, 9, /, -3.6, -69, i, /, /, /, /
CSCCC(NC(=O)c1ccccc1Br)C(=O)Nc1ccc(C)cc1 (centres undefined)
    1, -5, 2, -1.6, -4, -0.4, 9, 18, -1, -0.4
Cc1cc(OCC(=O)NCC(O)c2ccccc2)c2c3c(c(=O)oc2c1)CCCC3 (centres undefined)
    12, 7, -2, 0.8, 6, i, -6, 0, 2, -1.8
CCOC(=O)CSc1nc(=O)n2ccc(C)cc2n1
    1, 5, -5, /, -6, -1.0, -16, 27, 0, -1.1
CCCCC(CC)Cn1c(N)c(C#N)c2nc3ccccc3nc21 (centres undefined)
    50*, 10, -11, -2.8, -9, -11, -3, 41, 1, -0.6
Cn1c(NC(=O)c2ccc(Cl)s2)cc(=O)n(C)c1=O
    1, 14, 4, 1.7, 2, -0.3, -4, 27, 0, 0.0
O=S(=O)(NC1CC1)c1ccc(Cl)cc1F
    -1, -1, 1, -0.8, 7, -0.3, 2, 0, -4, 1.0
CCCC(C)Sc1nc2c([nH]1)c(=S)n(C)c(=O)n2C (centres undefined)
    -2, 35*, /, -0.8, 10, i, -3, /, /, /
CCOC(=O)N1CCC(Nc2ncnc3c2cnn3-c2ccc(C)cc2C)CC1
    7, 9, 6, 1.2, 5, /, -2, 24, 0, 0.8
CCOC(=O)/C=C1/SCC(=O)N1Cc1ccc(Br)cc1
    -2, 8, /, 3.2, -12, -3.8, 2, /, /, /
CC1CCC/C(=C(\C#N)c2nc(-c3cc4ccccc4oc3=O)cs2)C1 (centres undefined)
    6, 13, -6, /, -9, -0.2, -31, 1, -2, -2.7
COCc1cccc(-c2csc(C(N)c3ccc(F)c(F)c3)n2)c1 (centres undefined)
    -2, -1, /, -0.8, /, -0.4, /, /, /, /
C=CCC(NCc1ccccc1)c1ccco1 (centres undefined)
    1, 10, 3, /, 6, 0.7, -5, 14, 1, -2.1
CCS(=O)(=O)C1C(=O)N(C)C(S(=O)(=O)CC)C(=O)N1C (centres undefined)
    -4, 3, /, /, -1, i, /, /, /, /
Nn1c(SCC(=O)NCCN2C(=O)CSC2=O)nnc1-c1ccc(OC(F)F)cc1
    4, 4, -6, -0.1, -1, 1.0, -13, /, /, -2.0
COc1ccc(N2C(=NC(=O)CCCc3ccccc3)SC3CS(=O)(=O)CC32)cc1 (centres undefined)
    -2, 15, 5, 0.3, -7, -0.2, 3, 5, -1, -0.6
NNC(=O)c1cc(O)c(O)c(O)c1
    0, 2, 10, 0.5, 37, 1.8, -20, -4, 1, -0.2
CC(=O)NCCCc1nc2ccccc2n1Cc1c(F)cccc1Cl
    9, 0, -1, 0.0, -3, -0.3, -1, 20, 1, 3.4
COc1ccc(C(=O)C2CCCN(S(=O)(=O)c3ccccc3F)C2)c(C)c1 (centres undefined)
    2, 3, -12, -5.4, 2, -0.1, -31, 0, -2, 0.0
Cc1ccc(C(=O)Oc2ccc(/C=C3\C(=N)N4N=C(N5CCOCC5)SC4=NC3=O)cc2)cc1
    1, 3, 14, 0.5, -1, -0.1, -1, 29, -1, -0.7
Nc1c(Br)cc([N+](=O)[O-])cc1[N+](=O)[O-]
    -3, 19, 0, -1.6, 10, -0.3, 3, /, /, 0.0
CC(NC(=O)c1ccc(-c2cc(C(F)(F)F)ccc2Cl)o1)c1ccccc1 (centres undefined)
    -2, 9, -2, /, -5, i, 0, 21, -7, -2.2
COc1ccc2c(c1)O/C(=C\c1ccccc1O)C2=O
    0, 5, 1, -2.5, 8, i, -7, /, /, -1.6
CC(C)(C)c1cnnn1-c1ccc([N+](=O)[O-])cc1
    4, 0, 2, /, 4, -0.2, -11, 37, 1, 0.9

Not all compounds are listed; the hit share may differ from the screen's.
